# Screening data from PubChem BioAssay.
# HTR2A ag – agonists of mouse serotonin 5-HT2A receptor (HTR2A). P35363. CHO-K1 mHTR2A beta-arrestin complementation, luminescence; percent of 30 µM serotonin response. activation, % at 7.6 µM. actives 0.66% (n = 360,000). AID 624169;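 active means activation above a run cutoff, the mean activation of all tested compounds plus 3 SD, cut at about 14% in these data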;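 further: 0% = plate median of compound wells and 100% = 30 µM serotonin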
# NR2E3 ag-1 – human photoreceptor-specific nuclear receptor agonism. CHO-S Gal4-NCOR/VP16-NR2E3 two-hybrid, luciferase. inhibition of corepressor binding, % at 3.98 µM. actives 0.35% (n = 360,000). AID 602229;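 active means inhibition above the mean of all tested compounds plus 3 SD, cut at about 70% in these data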;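 further: 0% = DMSO with NR2E3 transfected cells and 100% = cells lacking NR2E3 construct; higher means lower luciferase signal from less NR2E3 corepressor binding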
# Target sequence (Q9Y5X4 whole entry, looked up, the tested form may be a part): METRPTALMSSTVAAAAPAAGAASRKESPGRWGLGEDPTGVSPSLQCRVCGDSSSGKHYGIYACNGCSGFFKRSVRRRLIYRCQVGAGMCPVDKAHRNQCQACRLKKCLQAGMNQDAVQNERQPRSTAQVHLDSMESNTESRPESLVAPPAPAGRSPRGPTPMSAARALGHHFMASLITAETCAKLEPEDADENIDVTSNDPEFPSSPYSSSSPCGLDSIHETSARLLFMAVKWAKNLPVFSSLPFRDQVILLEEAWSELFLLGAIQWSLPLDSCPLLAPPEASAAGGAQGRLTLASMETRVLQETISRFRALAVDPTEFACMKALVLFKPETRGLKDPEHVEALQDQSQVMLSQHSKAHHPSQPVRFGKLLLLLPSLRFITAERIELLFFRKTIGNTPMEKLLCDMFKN
# Shn3 3UTR inh – Schnurri-3 reporter inhibition in Clone20 osteoblasts; AID 588674; inhibition, % at 12.5 µM; Clone20 osteoblast Shn3 3'UTR firefly luciferase, 24 h; actives 0.52% (n = 360,000);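 active means mean inhibition of at least 75% with every replicate also reaching 75%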;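 further: 0% = median of neutral control wells and 100% = pilot-screen positive control compound; some compounds past the cut are filed as inactive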
# CaV13 FRET inh – Primary screen for inhibitors of IQ motif and Ca2+-dependent inactivation inhibitor domain binding in CACNA1D, Förster resonance energy transfer in living cells, … | HEK cells, CFP/YFP FRET ICDI-IQ, plate reader, 10 min; percent FRET-ratio fall versus neutral wells | inhibition, % at 12.3 µM | actives 0.098% (n = 340,000) | AID 743397;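 active means mean replicate inhibition of at least 30% and at least 1% of replicates passing that level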;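 further: 0% = median of the neutral control wells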
# iPSC survival up – hiPSC single-cell survival enhancement; ATPlite luminescence; 100% = ROCK inhibitor wells, 0% = DMSO; survival enhancement, % at 20 µM; actives 0.044% (n = 360,000); in the data active means survival enhancement above about 18%;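 further: cells exposed to compounds for 16 hours before the ATP read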
# PDI inh – inhibitors of human protein disulfide isomerase. actives 0.052% (n = 350,000). P07237. AID 588391. inhibition, % at 10 µM. PDI insulin aggregation turbidity, A650, 90 min;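 active means mean inhibition across replicates of 30% or more, whatever share of single replicates reach that level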;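 further: absorbance from insulin aggregation driven by PDI reduction with DTT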
# Target sequence (P07237 whole entry, looked up): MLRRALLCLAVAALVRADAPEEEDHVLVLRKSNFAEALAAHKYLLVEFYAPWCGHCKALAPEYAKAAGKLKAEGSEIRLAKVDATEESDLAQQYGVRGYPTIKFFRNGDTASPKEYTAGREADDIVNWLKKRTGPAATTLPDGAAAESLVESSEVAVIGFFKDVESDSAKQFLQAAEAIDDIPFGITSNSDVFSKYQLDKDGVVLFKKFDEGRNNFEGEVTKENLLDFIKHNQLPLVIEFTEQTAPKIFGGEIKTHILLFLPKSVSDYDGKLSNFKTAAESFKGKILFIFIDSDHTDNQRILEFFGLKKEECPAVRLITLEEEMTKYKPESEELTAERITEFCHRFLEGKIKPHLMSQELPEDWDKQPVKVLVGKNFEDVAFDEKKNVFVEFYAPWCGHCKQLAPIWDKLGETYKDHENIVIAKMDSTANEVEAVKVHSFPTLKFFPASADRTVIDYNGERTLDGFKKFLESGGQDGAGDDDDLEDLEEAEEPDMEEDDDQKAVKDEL
# NR2E3 ag-2 – agonists of human nuclear receptor NR2E3; Q9Y5X4; GST-NR2E3/biotin-RetCOR TR-FRET, 1536-well; inhibition of corepressor binding, % at 4.78 µM; actives 0.12% (n = 320,000); AID 2300;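 active means percent inhibition above the cutoff of mean plus 3 SD of all tested compounds, set per screening campaign, cut at about 20% in these data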;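 further: 0% = DMSO wells and 100% = biotin wells as full block of FRET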
#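 system = GST-tagged NR2E3 plus biotinylated RetCOR corepressor | input = 1.35 nM GST-NR2E3 | also added = 7 nM biotin-RetCOR | schedule = 5 h incubation at 4 °C | measured by = TR-FRET with europium anti-GST and streptavidin-D2, 340 nm excitation | read-out = percent loss of FRET ratio relative to control wells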
# H9c2 protect – modulators protecting cardiomyocytes from myocardial damage. AID 588492. protection from H2O2 cell death, % at 20 µM. H9c2 cardiomyocytes, H2O2 injury protection, ATPLite, 2 h. actives 0.63% (n = 360,000);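 active means compounds giving at least 50% protection of heart cells from peroxide-induced death in the single-dose screen, raw or plate-pattern-corrected value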;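 further: 0% = DMSO wells with peroxide and 100% = DMSO wells without peroxide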
# HIF-2a inh – inhibitors of HIF-2a; 786-0 RCC cells HIF-2a reporter, luciferase luminescence, overnight; inhibition, % at 18.8 µM; actives 0.72% (n = 360,000);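 active means inhibition of the luminescence signal of 40% or more relative to plate controls, in a single-dose primary screen at 18.75 µM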
# Peg3 promoter – inhibitors of Peg3 promoter; HeLa PEG-Prom luciferase reporter, luminescence, overnight; inhibition, % at 20 µM; actives 1.7% (n = 360,000); AID 588405;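 active means inhibition of at least 50% at 20 µM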
# MITF TRPM1 inh – MITF TRPM1 promoter inhibition in SK-MEL-5 cells | SK-MEL-5 TRPM1 promoter luciferase, 24 h | inhibition, % at 12.5 µM | AID 488899 | actives 0.83% (n = 330,000);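 active means mean inhibition across replicates of 60% or more, whatever share of single replicates reaches that level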; further: values of inactives mirror those of a sister screen read the other way
# Active calls of the source: *; · = not tested or not shown.
(1) O=C1CCCN1CCCNC(=S)Nc1ccc(Nc2ccccc2)cc1
(2) CCCN1C2CCCC1CC(NC(=S)Nc1cccc(C)c1)C2 (stereo not drawn)
(3) CCn1c(SCC(=O)Nc2ccc(C)cc2)nc(O)cc1=O
(4) COc1ccc(Nc2nc3ccccc3nc2NS(=O)(=O)c2cccs2)c(OC)c1
(5) O=C(CNC(=O)c1ccc(Cl)cc1Cl)OCCCn1c(=O)[nH]c2ccccc21
(6) C/C(CC(=O)Nc1cccc(C(F)(F)F)c1)=N/NC(=O)C(=O)NCCO
(7) CC(C)Sc1nc(N2CCOCC2)c2c(c1C#N)CC(C)(C)N(C)C2
(8) O=C(CCc1nc(-c2ccccc2)c(-c2ccccc2)o1)OCc1ccc(Cl)cc1
Assay by compound	1	2	3	4	5	6	7	8
HTR2A ag	-5	-6	-3	1	0	-2	1	-2
NR2E3 ag-1	8	5	5	16	5	-7	-2	10
Shn3 3UTR inh	-2	9	14	17	4	-12	7	-5
CaV13 FRET inh	4	0	-4	-5	-7	-6	·	-9
iPSC survival up	0.7	2.6	0.6	-0.9	-0.6	-0.8	-0.1	3.6
PDI inh	3	2	8	-2	5	1	0	0
NR2E3 ag-2	-4	-1	-1	-2	-4	-3	3	-1
H9c2 protect	4	10	2	-12	-1	13	1	-4
HIF-2a inh	-11	19	17	7	10	14	13	27
Peg3 promoter	-10	16	8	22	-4	6	13	24
MITF TRPM1 inh	-5	-5	8	8	9	·	2	-6

(9) Cc1cccc(-n2ncc3c2CCCC3NC(=O)CN2CCCC2=O)c1C (stereo not drawn)
(10) CC(C)(C)c1ccc(/C=N/N2CCN(c3ccccn3)CC2)cc1
(11) Cc1ccc(S(=O)(=O)N(CC(=O)N=Nc2c(O)[nH]c3ccccc23)c2cccc(C)c2)cc1
(12) C=CCOC(=O)C1=C(C)OC(N)=C(C#N)C1c1ccc(F)cc1 (stereo not drawn)
(13) COc1ccc(CNC(N)=O)cc1
(14) Cn1c2c(c(=O)n(C)c1=O)[C@@H]1c3c(ccc4ccccc34)OC[C@@H]1CO2
(15) O=C1c2ccccc2C2(c3cc(C(F)(F)F)cc(C(F)(F)F)c3)NCCN12 (stereo not drawn)
(16) Cn1cccc1C(=O)OCc1ccc(C(C)(C)C)cc1
Assay by compound	9	10	11	12	13	14	15	16
HTR2A ag	3	-2	-3	-1	-2	3	-1	-1
NR2E3 ag-1	4	-21	-35	12	1	-21	9	-16
Shn3 3UTR inh	-26	18	-1	9	-8	10	10	-42
CaV13 FRET inh	-2	-4	-6	-1	-5	·	-3	-2
iPSC survival up	-0.4	-0.7	-1.4	-3.7	2.3	1.2	-0.6	-0.4
PDI inh	4	1	-3	-6	4	2	-11	2
NR2E3 ag-2	1	2	-2	3	-4	1	·	4
H9c2 protect	-2	-6	-5	-1	1	5	-1	-9
HIF-2a inh	-2	-4	-15	2	19	10	21	-207
Peg3 promoter	-7	6	17	10	13	4	6	-217
MITF TRPM1 inh	-3	-8	13	-4	5	10	-7	-151

# Random excerpt: six records from the list
(10) CC(C)(C)c1ccc(/C=N/N2CCN(c3ccccn3)CC2)cc1
(11) Cc1ccc(S(=O)(=O)N(CC(=O)N=Nc2c(O)[nH]c3ccccc23)c2cccc(C)c2)cc1
(14) Cn1c2c(c(=O)n(C)c1=O)[C@@H]1c3c(ccc4ccccc34)OC[C@@H]1CO2
(15) O=C1c2ccccc2C2(c3cc(C(F)(F)F)cc(C(F)(F)F)c3)NCCN12 (stereo not drawn)
(16) Cn1cccc1C(=O)OCc1ccc(C(C)(C)C)cc1
(13) COc1ccc(CNC(N)=O)cc1
Assay by compound	10	11	14	15	16	13
HTR2A ag	-2	-3	3	-1	-1	-2
NR2E3 ag-1	-21	-35	-21	9	-16	1
Shn3 3UTR inh	18	-1	10	10	-42	-8
CaV13 FRET inh	-4	-6	·	-3	-2	-5
iPSC survival up	-0.7	-1.4	1.2	-0.6	-0.4	2.3
PDI inh	1	-3	2	-11	2	4
NR2E3 ag-2	2	-2	1	·	4	-4
H9c2 protect	-6	-5	5	-1	-9	1
HIF-2a inh	-4	-15	10	21	-207	19
Peg3 promoter	6	17	4	6	-217	13
MITF TRPM1 inh	-8	13	10	-7	-151	5

# Following part
(17) CC12CCC(=O)C=C1CCC1C2C(O)CC2(C)C(c3csc(N)n3)CCC12 (stereo not drawn)
(18) COc1ccc(C2(O)C(=O)Nc3ccc(C)cc32)cc1OC (stereo not drawn)
(19) CCC[C@H]1CN(c2ccc(Br)cc2)C(=O)[C@@H]1CC(=O)Nc1ccccc1
(20) Cc1ccc(S(=O)(=O)NC(=O)c2cc(C)n(CC(c3ccccc3)N(C)C)c2C)cc1 (stereo not drawn)
(21) COc1cc(OC)cc(-c2sc3ccc(OC)cc3c2-c2ccc(O)cc2)c1
(22) COc1cc(C(=O)NCCSc2ccc(Br)cc2)cc(OC)c1OC
(23) COC(=O)c1ccc(NC(=O)NCCCl)cc1
(24) CCOc1ccc(OCCSc2nc(-c3ccccc3)cc(=O)[nH]2)cc1
Assay by compound	17	18	19	20	21	22	23	24
HTR2A ag	5	2	4	4	-7	-3	2	6
NR2E3 ag-1	2	-7	-43	-9	14	-17	-19	8
Shn3 3UTR inh	86*	3	-16	-12	4	10	4	13
CaV13 FRET inh	-7	-20	-7	-7	2	-7	-1	-7
iPSC survival up	0.9	-0.4	-1.0	0.7	0.6	2.8	-0.7	-1.2
PDI inh	13	-3	7	11	-2	-5	-6	-4
NR2E3 ag-2	·	-3	·	3	·	1	2	-1
H9c2 protect	-24	-4	-14	-3	-7	0	-8	-5
HIF-2a inh	2	22	-14	12	20	23	-20	15
Peg3 promoter	3	10	20	14	11	9	-29	16
MITF TRPM1 inh	8	13	·	3	3	-1	-14	-5

(25) O=C(CN1C(=O)C2CC=CCC2C1=O)Nc1ccc(S(=O)(=O)N2CCOCC2)cc1 (stereo not drawn)
(26) C=CCSc1nnc(CCc2ccccc2)n1N
(27) CCSc1nnc(NC(=O)c2nc(S(=O)(=O)Cc3ccc(F)cc3)ncc2Cl)s1
(28) Cc1ccc(C(=O)Nc2c3c(nn2C(C)(C)C)CS(=O)(=O)C3)cc1C
(29) Cc1ccc(CN(Cc2cc3cccc(C)c3[nH]c2=O)C(=S)NCCCN(C)C)cc1
(30) Cc1csc2c(N3CCN(C(=S)Nc4ccc(C(F)(F)F)cc4)CC3)ncnc12
(31) O=C(Nc1ccccc1-c1nnc(SCc2ccccc2)o1)c1ccccc1
(32) CN(C)c1ccc(/C=N/Nc2nc3ccccc3o2)cc1
Assay by compound	25	26	27	28	29	30	31	32
HTR2A ag	6	-9	-4	-5	-9	32*	-1	-1
NR2E3 ag-1	-5	0	26	0	-8	92*	-16	-161
Shn3 3UTR inh	-12	2	96*	7	-7	18	65	10
CaV13 FRET inh	-3	-6	-5	-3	5	-6	-6	-3
iPSC survival up	0.5	0.1	-0.3	1.2	-0.7	0.1	-0.8	-0.3
PDI inh	1	13	4	6	11	-3	-4	10
NR2E3 ag-2	2	·	7	-1	1	-2	0	-4
H9c2 protect	2	11	-14	-4	12	-16	2	-12
HIF-2a inh	15	-4	88*	10	11	1	3	-71
Peg3 promoter	-8	-9	107*	-3	87*	4	0	-75
MITF TRPM1 inh	-3	-7	40	6	-6	6	-6	9

(33) COc1ccc(N(CC(=O)Nc2ccc(C)cc2)S(=O)(=O)c2c(C)noc2C)cc1
(34) COC(=O)C1=C(O)/C(=C\c2cc(C)n(-c3ccc(F)cc3)c2C)N=C1C
(35) CC1(C)c2ccccc2-c2nc3ccccc3cc2C1O (stereo not drawn)
(36) COc1ccc(C(=O)N2CCN(S(=O)(=O)c3ccc(C)cc3)CC2)cc1S(=O)(=O)N1CCOCC1
(37) CNC(=S)Nc1ccc2nc(C)c(C)nc2c1
(38) O=c1oc2cc(OCc3c(F)c(F)c(F)c(F)c3F)ccc2cc1-c1ccccn1
(39) O=C(CN1CCc2ccccc2C1)Nc1cc(S(=O)(=O)N2CCOCC2)ccc1N1CCOCC1
(40) S=C(Nc1ccc2nc(-c3ccccn3)c(-c3ccccn3)nc2c1)N1CCCCC1
Assay by compound	33	34	35	36	37	38	39	40
HTR2A ag	9	4	-2	-3	-4	-3	4	4
NR2E3 ag-1	-16	-18	-29	-4	-7	-10	8	-23
Shn3 3UTR inh	12	-7	-8	·	-10	-6	20	-1
CaV13 FRET inh	-1	-6	-2	-6	-4	-3	-6	·
iPSC survival up	-0.2	-2.1	1.4	1.9	0.0	-1.6	0.1	0.9
PDI inh	16	0	-8	-4	5	-4	3	-4
NR2E3 ag-2	0	-5	-1	2	2	-3	0	·
H9c2 protect	-6	3	-3	-6	5	-17	10	11
HIF-2a inh	3	-2	-104	10	-22	8	9	-31
Peg3 promoter	5	4	-61	16	-3	23	24	-7
MITF TRPM1 inh	1	11	17	-5	-8	16	3	0

(41) Cc1cc(NC(=O)CSc2nc(-c3cccs3)nc3ccccc23)no1
(42) CCCCC(=O)OCC(=O)N1N=C(c2c[nH]c3ccccc23)C(O)C1c1ccc(OC)cc1 (stereo not drawn)
(43) CC(=C/c1ccco1)/C=N/NC(=O)c1nnn(-c2nonc2N)c1CN(C)C
(44) COc1ccc(S(=O)(=O)Nc2ccc3c(c2)N(C(C)=O)CCC3)cc1
(45) Cc1ccc(C(=O)c2c3ccccc3[n+]([O-])n2CCO)cc1
(46) Cc1cc(OCc2nnc(SCC(=O)O)n2-c2ccccc2)ccc1Cl
(47) CCN(CC)C(=O)[C@H]1C[C@H](CC(=O)NCCc2ccccn2)C(=O)N2CCc3c([nH]c4cc(CCC(=O)N(C)C)ccc34)[C@]12C
(48) COc1ccc(-c2noc3c2-c2nc(-c4ccc(C)cc4)sc2CC3)cc1
(49) CCOC(=O)c1sc(NC(=O)CNC(=O)Cn2cnc3sc(C)c(C)c3c2=O)nc1C
(50) Cc1cccc(C(=O)NNS(=O)(=O)c2ccccc2[N+](=O)[O-])c1
Assay by compound	41	42	43	44	45	46	47	48	49	50
HTR2A ag	10	5	3	0	0	-7	-1	-1	0	-1
NR2E3 ag-1	-71	-33	-22	21	-21	-11	12	2	-10	5
Shn3 3UTR inh	23	-1	-13	69	-37	-9	-20	9	-4	1
CaV13 FRET inh	-3	-18	-4	-7	-5	-20	-3	-5	-2	-1
iPSC survival up	-0.6	1.2	0.8	-0.5	1.3	-0.5	3.2	0.7	-1.3	3.4
PDI inh	-1	6	-3	7	4	2	16	2	-3	2
NR2E3 ag-2	6	-1	0	-2	2	-1	·	0	-1	-1
H9c2 protect	10	-7	0	-21	4	2	10	-5	-6	0
HIF-2a inh	3	-13	0	1	-38	26	-20	-1	13	3
Peg3 promoter	28	18	8	19	-5	8	-19	-5	6	11
MITF TRPM1 inh	11	10	-25	24	9	17	7	4	0	8
